Source: PubChem BioAssay (several laboratories)
Fam108B inh – blocks mouse Fam108B hydrolase in RBBP9 counter-screen. inhibition, % at 9.51 µM. recombinant Fam108B, FP-Rh probe fluorescence polarization. AID 1947. actives 0.33% (n = 300,000);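 active means inhibition above the screen mean inhibition plus 3 SD, computed separately per campaign, cut at about 18% in these data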;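 further: inhibitors lower polarization as less probe binds the enzyme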
VLA-4 inh – inhibition in a human VLA-4 binding assay; VLA-4 expressing cells, ligand binding flow cytometry; inhibition, % (about 7 µM as worked out from the volumes in the protocol); P13612; actives 0.2% (n = 330,000); AID 2557; in the data active means inhibition above about 50%
Target sequence (P13612 whole entry, looked up): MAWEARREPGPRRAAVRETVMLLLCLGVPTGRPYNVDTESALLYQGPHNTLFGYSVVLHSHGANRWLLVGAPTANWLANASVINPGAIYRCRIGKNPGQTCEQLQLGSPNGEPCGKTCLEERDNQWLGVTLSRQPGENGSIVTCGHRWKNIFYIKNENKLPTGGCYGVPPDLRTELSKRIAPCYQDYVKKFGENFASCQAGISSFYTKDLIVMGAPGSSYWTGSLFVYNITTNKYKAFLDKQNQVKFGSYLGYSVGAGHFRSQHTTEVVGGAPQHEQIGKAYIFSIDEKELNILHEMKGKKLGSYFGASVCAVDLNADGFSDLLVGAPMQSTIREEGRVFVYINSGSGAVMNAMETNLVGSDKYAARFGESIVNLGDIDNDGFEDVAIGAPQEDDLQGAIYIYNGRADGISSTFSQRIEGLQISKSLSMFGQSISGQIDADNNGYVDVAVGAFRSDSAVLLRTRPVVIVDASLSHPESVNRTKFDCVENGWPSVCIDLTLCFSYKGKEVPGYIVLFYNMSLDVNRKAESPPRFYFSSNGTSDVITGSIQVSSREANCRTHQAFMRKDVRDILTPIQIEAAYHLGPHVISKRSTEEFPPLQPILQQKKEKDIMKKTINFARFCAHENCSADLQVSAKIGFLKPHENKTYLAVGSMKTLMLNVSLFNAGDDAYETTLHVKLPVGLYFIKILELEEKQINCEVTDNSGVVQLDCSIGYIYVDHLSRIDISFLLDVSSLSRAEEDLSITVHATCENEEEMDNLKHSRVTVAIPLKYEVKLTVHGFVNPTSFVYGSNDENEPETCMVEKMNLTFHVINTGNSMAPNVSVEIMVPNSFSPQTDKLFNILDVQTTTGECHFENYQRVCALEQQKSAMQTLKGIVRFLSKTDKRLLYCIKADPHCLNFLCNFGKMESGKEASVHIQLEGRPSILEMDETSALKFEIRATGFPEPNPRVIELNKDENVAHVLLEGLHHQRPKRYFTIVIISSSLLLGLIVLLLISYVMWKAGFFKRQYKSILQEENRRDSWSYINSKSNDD
Bcl-xL primary – Bcl-xL (human) inhibition | inhibition, % at 10.9 µM | Q07817 | actives 0.7% (n = 320,000) | GST-Bcl-xL / FITC-Bim BH3 peptide fluorescence polarization;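 active means inhibition above the mean of all tested compounds plus 3 SD, cutoff set per campaign, cut at about 30% in these data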;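 further: 0% = DMSO wells and 100% = unlabeled Bim-BH3 peptide competitor; inhibitors lower millipolarization by displacing the labeled peptide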
CIT2-GFP yeast – alters CIT2-GFP fluorescence in TOR pathway yeast screen; S. cerevisiae CIT2-GFP strain, flow cytometry, 3 h; 100 means same as DMSO wells; GFP response vs DMSO, % at 10 µM; actives 0.065% (n = 320,000); AID 2029;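 active means GFP response relative to DMSO above a set limit, near the screen mean plus 3 SD, cut at about 150% in these data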;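 further: ratio of well median GFP fluorescence to mean of DMSO wells on the plate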
GLD-1 RNA inh – GLD-1-TGE RNA interaction inhibition (C. elegans); Q17339; purified GLD-1 + fluorescein TGE RNA, fluorescence polarization; inhibition, % at 5.96 µM; actives 0.44% (n = 320,000); AID 2280;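 active means percent inhibition above a per-plate cutoff, the plate mean of test compounds plus 3 SD, cut at about 30% in these data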;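 further: 0% = DMSO wells with GLD-1 and probe and 100% = wells lacking GLD-1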
MEX-5 binding – C. elegans MEX-5 TCR-2 RNA binding activity; Q9XUB2; MEX-5/FITC-TCR2 RNA binding, fluorescence polarization; stronger effect = lower value; activity score (negative = inhibition of binding), % at 10 µM; actives 0.38% (n = 300,000); AID 1832;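 active means inhibition past about -25% in most replicates, and total fluorescence under double the plate's negative control median, limit read from the data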;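 further: 0% = DMSO and -100% = 5 µM competing unlabeled TCR2 RNA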
AGP1-GFP MLPCN – modulators of TOR pathway AGP1-GFP in S. cerevisiae; AID 2066; S. cerevisiae AGP1-GFP multiplex flow cytometry, 3 h; GFP as percent of DMSO wells; GFP response vs DMSO, % at 10 µM; actives 0.02% (n = 320,000);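 active means GFP response relative to DMSO above a set limit, near screen average plus 3 SD, cut at about 150% in these data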;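 further: median GFP channel fluorescence of the gated AGP1 strain per well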
MCL1-BIM inh – inhibitors of human MCL1 binding to BIM-BH3 peptide | GST-MCL1 / FITC-Bim-BH3 fluorescence polarization | Q07820 | actives 0.68% (n = 320,000) | inhibition, % at 10.9 µM | AID 2057;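 active means inhibition above the mean inhibition of all tested compounds plus 3 SD, set per campaign, cut at about 40% in these data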;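 further: 0% = DMSO wells and 100% = unlabeled Bim-BH3 peptide control; higher means more loss of mP so more displacement of Bim peptide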
GRK2 inh – human GRK2 inhibition via aptamer displacement; bead flow cytometry, FAM-aptamer displacement from GRK2; inhibition of aptamer binding, % at 10 µM; actives 0.59% (n = 330,000); AID 488847;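 active means inhibition of aptamer binding above 40%, roughly 3 SD of noise, on plates passing a quality check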;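 further: median bead fluorescence of bound FAM aptamer so fluorescent compounds give negative values; no value below 0 was filed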
* marks the source's active call; other numbers are inactive results; . = not tested or not shown.

The first 15 compounds as a preview:
Compound	Fam108B inh	VLA-4 inh	Bcl-xL primary	CIT2-GFP yeast	GLD-1 RNA inh	MEX-5 binding	AGP1-GFP MLPCN	MCL1-BIM inh	GRK2 inh
Cc1noc(C)c1C(=O)NC(Cc1c[nH]c2ccccc12)C(=O)O (centres undefined)	.	-3	.	96	1	.	101	.	3
S=c1nc(-c2cc(Cl)cc(Cl)c2)[nH][nH]1	3	1	6	86	-3	2.4	88	22	0
O=C(N/N=C/c1ccccc1OC(F)F)NC1CCCCC1	4	-5	4	110	3	-2.7	105	7	2
O=C(CNC(=O)c1ccccc1Br)NCCSc1ccc(Br)cc1	0	-5	2	102	-1	2.9	106	4	3
CCOC(=O)c1c(C)[nH]c(C)c1S(=O)(=O)N(C)CC(=O)Nc1ccc(C)cn1	2	-1	0	102	-2	0.4	102	-5	0
O=C(Nc1ccc(NC(=S)NC(=O)c2cccs2)cc1)c1ccco1	-10	9	2	108	-3	2.9	96	7	0
COc1ccc(N=C2SC(C(=O)Nc3ccc(C(=O)O)cc3)CC(=O)N2Cc2cccs2)cc1 (centres undefined)	-7	2	4	102	-6	0.9	112	-6	3
Cc1ccc2nc(SCC(=O)NC3CCS(=O)(=O)C3)[nH]c2c1 (centres undefined)	.	12	.	99	3	.	97	.	0
COCCNC(=S)N(CCc1c(C)[nH]c2ccccc12)Cc1cccnc1	-3	10	2	102	3	1.1	100	4	1
COc1ccc2c(c1)OC[C@H]1[C@H]2N2C(=O)CN(C)C(=O)[C@@]2(C)[C@H]1c1ccccc1	.	5	2	102	-11	.	98	8	4
CSc1ccc(/C=C(\C(=O)O)c2ccc(S(=O)(=O)N3CCCCC3)s2)cc1	-6	6	12	99	2	-0.4	110	19	0
COc1cccc(N(CC(=O)NCc2cccnc2)S(C)(=O)=O)c1	-4	-1	8	101	7	0.4	99	9	0
COC(=O)C1=C(C)N(Cc2ccccc2)C(=O)N[C@H]1c1cccc(C(F)(F)F)c1	6	-3	6	95	-2	-9.1	87	5	0
CC(C)(C)OC(=O)NCCCC[C@H](NC(=O)c1[nH]cnc1C(=O)Nc1ccc(CNC(=O)OC(C)(C)C)cc1)C(=O)OC(C)(C)C	-46	25	-6	109	-4	.	96	-14	0
CC(=O)c1ccc(NC(=S)N2CCN(C(=S)Nc3ccc(C(C)=O)cc3)C(C)C2)cc1 (centres undefined)	-13	28	0	98	-2	-1.8	91	2	0

All compounds of this part, from the start:
Compound	Fam108B inh	VLA-4 inh	Bcl-xL primary	CIT2-GFP yeast	GLD-1 RNA inh	MEX-5 binding	AGP1-GFP MLPCN	MCL1-BIM inh	GRK2 inh
Cc1noc(C)c1C(=O)NC(Cc1c[nH]c2ccccc12)C(=O)O (centres undefined)	.	-3	.	96	1	.	101	.	3
S=c1nc(-c2cc(Cl)cc(Cl)c2)[nH][nH]1	3	1	6	86	-3	2.4	88	22	0
O=C(N/N=C/c1ccccc1OC(F)F)NC1CCCCC1	4	-5	4	110	3	-2.7	105	7	2
O=C(CNC(=O)c1ccccc1Br)NCCSc1ccc(Br)cc1	0	-5	2	102	-1	2.9	106	4	3
CCOC(=O)c1c(C)[nH]c(C)c1S(=O)(=O)N(C)CC(=O)Nc1ccc(C)cn1	2	-1	0	102	-2	0.4	102	-5	0
O=C(Nc1ccc(NC(=S)NC(=O)c2cccs2)cc1)c1ccco1	-10	9	2	108	-3	2.9	96	7	0
COc1ccc(N=C2SC(C(=O)Nc3ccc(C(=O)O)cc3)CC(=O)N2Cc2cccs2)cc1 (centres undefined)	-7	2	4	102	-6	0.9	112	-6	3
Cc1ccc2nc(SCC(=O)NC3CCS(=O)(=O)C3)[nH]c2c1 (centres undefined)	.	12	.	99	3	.	97	.	0
COCCNC(=S)N(CCc1c(C)[nH]c2ccccc12)Cc1cccnc1	-3	10	2	102	3	1.1	100	4	1
COc1ccc2c(c1)OC[C@H]1[C@H]2N2C(=O)CN(C)C(=O)[C@@]2(C)[C@H]1c1ccccc1	.	5	2	102	-11	.	98	8	4
CSc1ccc(/C=C(\C(=O)O)c2ccc(S(=O)(=O)N3CCCCC3)s2)cc1	-6	6	12	99	2	-0.4	110	19	0
COc1cccc(N(CC(=O)NCc2cccnc2)S(C)(=O)=O)c1	-4	-1	8	101	7	0.4	99	9	0
COC(=O)C1=C(C)N(Cc2ccccc2)C(=O)N[C@H]1c1cccc(C(F)(F)F)c1	6	-3	6	95	-2	-9.1	87	5	0
CC(C)(C)OC(=O)NCCCC[C@H](NC(=O)c1[nH]cnc1C(=O)Nc1ccc(CNC(=O)OC(C)(C)C)cc1)C(=O)OC(C)(C)C	-46	25	-6	109	-4	.	96	-14	0
CC(=O)c1ccc(NC(=S)N2CCN(C(=S)Nc3ccc(C(C)=O)cc3)C(C)C2)cc1 (centres undefined)	-13	28	0	98	-2	-1.8	91	2	0
O=C(COc1cc(F)ccc1[N+](=O)[O-])NCCN1C(=O)CSC1=O	.	0	.	110	4	.	103	.	0
Cc1ccc(NC(=O)CSc2nnc3c(n2)[nH]c2ccccc23)cc1	0	2	1	100	7	-1.3	104	2	2
O=C(NC1CCCC1)C(c1cccnc1)N(Cc1ccc(F)cc1)C(=O)c1csnn1 (centres undefined)	7	-3	3	100	2	1.6	101	-1	2
Cc1ccc2c(c1)N(C(=O)CCC(=O)NCCN1CCOCC1)CCO2	10	-19	6	108	2	1.3	107	8	0
CSc1ccccc1C(=O)Nc1ncn[nH]1	-4	-5	-7	109	-4	13	101	7	0
COC(=O)c1ccc(S(=O)(=O)NCc2ccco2)n1C	0	13	6	98	0	1.8	112	6	1
O=C1CS/C(=N/N=C/c2ccc(OS(=O)(=O)c3ccccc3)cc2)N1	3	-12	2	111	0	0.1	126	2	4
CC1C(=NO)C(C)C(c2ccccc2)NC1c1ccccc1 (centres undefined)	-1	-4	1	112	-1	-1.8	109	6	0
O=C(c1cccc(C(F)(F)F)c1)N1CCN(S(=O)(=O)c2ccc(Cl)s2)CC1	-1	-4	-3	114	5	-1.5	98	5	0
O=C(O)c1cc(O)ccc1NC(=O)C(c1ccccc1)c1ccccc1	0	22	0	108	10	-3.7	104	3	2

In a second layout: results already given
Cc1ccc(NC(=O)CSc2nnc3c(n2)[nH]c2ccccc23)cc1
- Fam108B inh = 0
- VLA-4 inh = 2
- Bcl-xL primary = 1
- CIT2-GFP yeast = 100
- GLD-1 RNA inh = 7
- MEX-5 binding = -1.3
- AGP1-GFP MLPCN = 104
- MCL1-BIM inh = 2
- GRK2 inh = 2
O=C(NC1CCCC1)C(c1cccnc1)N(Cc1ccc(F)cc1)C(=O)c1csnn1 (centres undefined)
- Fam108B inh = 7
- VLA-4 inh = -3
- Bcl-xL primary = 3
- CIT2-GFP yeast = 100
- GLD-1 RNA inh = 2
- MEX-5 binding = 1.6
- AGP1-GFP MLPCN = 101
- MCL1-BIM inh = -1
- GRK2 inh = 2
Cc1ccc2c(c1)N(C(=O)CCC(=O)NCCN1CCOCC1)CCO2
- Fam108B inh = 10
- VLA-4 inh = -19
- Bcl-xL primary = 6
- CIT2-GFP yeast = 108
- GLD-1 RNA inh = 2
- MEX-5 binding = 1.3
- AGP1-GFP MLPCN = 107
- MCL1-BIM inh = 8
- GRK2 inh = 0

Further results:
Compound	Fam108B inh	VLA-4 inh	Bcl-xL primary	CIT2-GFP yeast	GLD-1 RNA inh	MEX-5 binding	AGP1-GFP MLPCN	MCL1-BIM inh	GRK2 inh
O=C(CNC(=O)c1ccco1)N/N=C/c1ccc(C(=O)O)cc1	6	-2	2	97	2	2.6	104	0	4
COc1ccc(-c2nc(CN3CCC(C(=O)NC4CC4)CC3)c(C)o2)cc1OC	2	-2	5	102	4	0.7	107	6	0
Cc1nc2ncnn2c(N2CCN(S(=O)(=O)c3ccc(Br)cc3)CC2)c1C	-3	8	0	92	3	1.1	101	-3	2
CC(C)Cc1nc2oc3c(Cl)ncnc3c2c2c1CCCC2	2	17	7	109	10	-2.2	104	3	0
CCn1ncc(Cl)c1C(=O)Nc1cc(Cl)ccc1Cl	4	-11	4	107	-2	2.1	100	0	0
Cc1ccc(NC(=O)CSc2ccc(-c3ccc4c(c3)OCO4)nn2)cc1F	-5	6	5	100	3	-1.0	91	-4	0
CC(C)(C)c1cc(C(=O)NC2CC2)n(Cc2ccc(F)cc2)n1	-5	-8	3	97	2	-1.0	101	1	1
Cc1ccc2c(c1)cc(CN(Cc1ccc3c(c1)OCO3)C(=O)c1ccccc1)c1nnnn12	7	-14	3	116	2	-1.6	102	4	0
CC1CCN(S(=O)(=O)c2csc(C(=O)Nc3ccccc3)c2)CC1	-6	20	4	104	5	-2.2	106	0	0
Cn1c(N2CCC(C(N)=O)CC2)nc2c1c(=O)n(Cc1cccc(Br)c1)c(=O)n2C	-1	-21	10	107	-4	0.7	97	4	0
COC(=O)C(C)N(c1ccc(OC)cc1)S(C)(=O)=O (centres undefined)	0	21	1	93	-3	-2.5	97	5	3
Cc1cc(NC(=O)CSc2nc(-c3ccc(Br)cc3)nc3c2c(=O)n(C)c(=O)n3C)no1	-2	4	2	90	1	2.5	96	4	0
C=CCNC(=O)c1oc2ccc(S(=O)(=O)N3CCC4(CC3)OCCO4)cc2c1C	1	22	8	110	0	0.1	104	0	1
CSc1ccc(C(=O)NCC(c2ccco2)N(C)C)cc1[N+](=O)[O-] (centres undefined)	2	-13	1	96	-7	-2.3	102	0	0
COc1ccc(OC)c(S(=O)(=O)N(C)CC(=O)Nc2cc(Cl)ccc2OC)c1	-5	-2	4	98	-4	-1.0	96	-2	0
COc1cc(/C=N/NC(=O)c2cccnc2)ccc1OC(=O)c1cc(OC)c(OC)c(OC)c1	-2	3	0	95	6	-0.2	100	0	1
CCOC(=O)c1ccc(NC(=O)NCc2ccncc2)cc1	4	8	6	96	0	-0.4	97	4	5
O=C(C[C@@H]1C/C=C\C[C@H](NC(=O)OCC2c3ccccc3-c3ccccc32)C(=O)OC[C@@H]2CCCN2C1=O)N[C@H](CO)Cc1ccccc1	.	14	.	99	3	.	100	.	12
CC1CC(C)CN(C(=S)Nc2ccc(OC(F)F)cc2)C1 (centres undefined)	-2	0	3	97	-16	-0.4	100	5	0
CC1CN(S(=O)(=O)c2cccc(C(=O)N=c3sccn3C)c2)CC(C)O1 (centres undefined)	-1	8	-8	89	0	2.1	101	-13	2
C=CCN(Cc1nc(-c2ccccc2)no1)C(=O)c1ccc2c(c1)OCO2	1	14	-1	83	10	2.8	92	-4	2
O=C(/C=C/Nc1ccc(Oc2ccccc2Cl)cc1)c1ccco1	0	-7	4	85	-10	1.0	95	-1	2
O=C(c1ccccc1-c1ccccc1)N1CCCC1	-2	-1	3	113	1	-1.4	109	4	0
CCOC(=O)C1CCN(C(=O)c2cc3cc(C)ccc3[nH]2)CC1	-3	11	2	108	-3	-2.3	99	0	0
Cc1ccc(S(=O)(=O)N(C)/N=C/C=C/c2ccccc2)cc1	-7	11	6	.	5	1.9	.	8	0
